Assay outcomes from PubChem BioAssay.
RPL19A-GFP yeast = modulators of TOR pathway RPL19A-GFP in S. cerevisiae; S. cerevisiae RPL19A-GFP strain, flow cytometry, 3 h; hits give low values; percent response vs DMSO, % at 10 µM; 330,000 tested, 0.3% active; AID 2025;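 active = percent response vs DMSO below 50%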;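 note: median channel GFP fluorescence of the barcoded RPL19A-GFP strain; ratio of sample median GFP to plate DMSO average so 100% = DMSO; lower means less RPL19A-GFP as with rapamycin TOR inhibition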
EBNA-1 inhibitor = blocks EBNA-1 binding to DNA. EBNA-1 DNA binding, fluorescence polarization. inhibition, % at 14.8 µM. 300,000 tested, 0.34% active. AID 1950; in the data active = inhibition above about 28%
LAP4 TOR yeast = alters LAP4-GFP fluorescence in TOR pathway yeast screen | GFP response vs DMSO, % at 10 µM | AID 2023 | S. cerevisiae LAP4-GFP multiplex, flow cytometry GFP, 3 h; median GFP as percent of DMSO wells | 320,000 tested, 0.34% active;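 active = GFP response vs DMSO above a set limit, about the screen mean plus 3 SD, cut at about 150% in these data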
proCasp7 act = activates human procaspase-7, counter-screen for procaspase-3 activators; activation, % at 8.5 µM; 330,000 tested, 0.093% active; P55210; recombinant procaspase-7, Ac-DEVD-pNA absorbance 405 nm; D23A/D198A/D206A triple mutant, cannot self-cleave; scale: DMSO 0, 5 µM enzyme 100;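 active = percent activation above the screen-wide mean plus 3 SD, cut at about 25% in these data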
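Detection: p-Nitroaniline absorbance at 405 nm, read at 0 and 120 min; system: Uncleavable procaspase-7 mutant enzyme; evaluation: % activation from two-timepoint absorbance difference, scaled to controls; times: 1 h enzyme–compound preincubation and 2 h substrate reaction, both 25 °C; buffer or medium: Zinc-free HEPES pH 7.4 with 300 mM NaCl, 0.01% Triton X-100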
proCasp3 act = procaspase-3 (human) activation; P42574; recombinant procaspase-3 D3A, Ac-DEVD-pNA absorbance 405 nm; activation, % at 8.5 µM; 330,000 tested, 0.11% active; AID 463141;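 active = activation above the mean of all tested compounds plus 3 SD, cut at about 21% in these data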;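 note: 0% = DMSO alone and 100% = DMSO wells spiked with extra 5 µM PC-3 D3A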
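Assay system: Procaspase-3 D3A mutant, all three cleavage aspartates alanine. Buffer or medium: Zinc-free HEPES saline buffer with Triton X-100. Times: 1 h compound preincubation, 2 h substrate hydrolysis at 25 °C. Measured by: 405 nm absorbance of p-nitroaniline, reads at 0 and 120 min. Read-out basis: percent activation relative to control range. Replicates: singlicate.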
MEP2-GFP yeast = modulators of TOR pathway MEP2-GFP in S. cerevisiae; S. cerevisiae MEP2-GFP strain, flow cytometry GFP, 3 h; 100% = DMSO control level; GFP response vs DMSO, % at 10 µM; 330,000 tested, 0.51% active; AID 2016;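 active = GFP response versus DMSO above a set limit, roughly screen mean plus 3 SD, cut at about 180% in these data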;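 note: median GFP fluorescence of the barcode-gated MEP2-GFP cells per well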
AHR activator = human AHR activation; AHR-responsive luciferase reporter cells, luminescence; activation, % at 5 µM; 320,000 tested, 2.5% active; AID 2796; in the data active = activation above about 47%;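 note: 0% = vehicle wells and 100% = reference agonist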
ZTA counter = ZTA (EBV) inhibition in EBNA-1 counter-screen. ZTA-DNA binding, fluorescence polarization. inhibition, % at 11 µM. 320,000 tested, 0.15% active; in the data active = inhibition above about 33%
* = called active by the depositor; · = no result given; [ ] = dose if it differs, or a comment.

Screens in order: RPL19A-GFP yeast	EBNA-1 inhibitor	LAP4 TOR yeast	proCasp7 act	proCasp3 act	MEP2-GFP yeast	AHR activator	ZTA counter
CCOP(=O)(c1ccc(N(C)C)cc1)C(O)c1cccnc1 (stereo unspecified)
→ 99	-10	109	2	11	95	-1	2
Cc1cc(C(F)(F)F)n2nc(-c3cnn(C)c3C(F)(F)F)c(Cl)c2n1
→ 100	-5	100	15	-1	99	1	3
COc1ccc(C(=O)NCCSc2ccc(C)cc2)cc1
→ 103	3	105	-1	-12	97	2	-11
Cc1cccc(NC(=O)c2ccc(N3CCOCC3)c([N+](=O)[O-])c2)n1
→ 95	3	104	-4	1	88	3	13
CCC1CCCCN1CCCNC(=O)CSc1nc2nc(C)c(Cc3ccccc3)c(C)n2n1 (stereo unspecified)
→ 101	-8	93	-7	3	110	-1	-5
Cc1ccc(-c2nc(C(=O)NCCCN(C)C)cc3c2[nH]c2ccccc23)cc1
→ 103	9	97	-2	0	101	-5	-2
CCC(Sc1nc2c(cnn2-c2ccccc2)c(=O)[nH]1)C(=O)OC (stereo unspecified)
→ 109	2	107	0	0	105	9	2
O=S1CC/C(=N\O)c2ccccc21 (stereo unspecified)
→ 99	-2	91	1	-8	100	0	-11
O=C(NCCc1ccccc1Cl)C1CCC(=O)N(CCCc2ccccc2)C1 (stereo unspecified)
→ 96	-9	87	-2	6	91	0	-2
COc1cc(Cl)ccc1OCc1cc(C(=O)N2CCN(C)CC2)no1
→ 101	11	106	0	2	108	0	12
CCOC(=O)C1CCN(C(=O)C2CCN(c3nnc(-n4cccc4)s3)CC2)CC1
→ 98	-3	101	8	-1	98	0	6
Cc1cc2ncn(C3CC(=O)N(Cc4ccccc4)C3=O)c2cc1C (stereo unspecified)
→ 102	7	99	-7	8	110	-1	9
O=C(COc1ccc(Cl)cc1Cl)N(Cc1ccco1)C1CCS(=O)(=O)C1 (stereo unspecified)
→ 99	-13	96	-4	-10	106	-1	-20
COc1cc2ncnc(NCc3ccccc3Cl)c2cc1OC
→ 91	1	106	-5	-3	83	10	4
COc1ccc(C2C(C#N)=C(N)N(N(C)C)C3=C2C(=O)CC(C)(C)C3)cc1 (stereo unspecified)
→ 108	-6	85	3	3	105	0	-17
Cc1ccc(N2Cc3ccccc3C2=S)cc1
→ 100	1	109	-1	4	106	4	-6
COC(=O)Cn1c(=NC(=O)c2ccc([N+](=O)[O-])s2)sc2cc(Br)ccc21
→ 93	-5	80	-8	-3	104	11	-6
COc1ccc(-c2oc3ccc(-c4cc(OC)c(OC)c(OC)c4)cc3c2C#Cc2ccsc2)cc1
→ 99	20	134	-3	7	95	2	12
Cc1cccc(-c2noc(Cc3ccc(Cl)cc3)n2)c1
→ 106	-6	108	-2	-4	112	15	-3
Cc1ccc(C(=O)COC(=O)C2CC(=O)N(c3nc(-c4ccccc4)cs3)C2)cc1 (stereo unspecified)
→ 105	11	99	3	-5	102	1	4

(further entries)
Screens in order: RPL19A-GFP yeast	EBNA-1 inhibitor	LAP4 TOR yeast	proCasp7 act	proCasp3 act	MEP2-GFP yeast	AHR activator	ZTA counter
COc1ccc(-n2nc(C(=O)NCC(=O)Nc3cccc(C)n3)c3ccccc3c2=O)cc1
→ 99	18	100	0	0	106	1	10
CCCC(=O)C1=C(O)C(C(=O)OC)C(C)(C)CC1=NCCc1ccccc1 (stereo unspecified)
→ 105	3	89	1	3	119	0	10
CCCCc1nnc(NC(=O)CSc2nc(=O)cc(N)n2-c2cccc(C)c2)s1
→ 97	-2	103	17	7	97	1	-6
CCC(=O)Nc1ccc(C(=O)OCc2ccccc2)cc1
→ 92	-3	113	5	-6	84	-2	5
COc1ccc(S(=O)(=O)NCc2ccco2)c2ccccc12
→ 118	-13	79	-1	8	93	15	1
CN1CCN(C(=O)c2ccc(Cl)cc2)CC1
→ 108	-1	92	7	3	106	11	7
Cc1ccc2[nH]cc(CCNC(=O)c3ccco3)c2c1
→ 107	-11	106	-17	0	105	97*	-3
CCCN1CCN(S(=O)(=O)c2ccc(-c3cc(C)no3)s2)CC1
→ 100	3	99	14	-2	112	0	12
CC(=O)N1c2ccc(S(=O)(=O)N3CCCC(C(=O)NC4CCCC(C)C4C)C3)cc2CC1C (stereo unspecified)
→ 95	-7	90	10	5	99	2	-15
O/N=C\c1cccn1-c1nccs1
→ 99	4	93	7	4	96	2	-13
Nc1nc2c(F)c(F)c(F)cc2s1
→ 94	-10	90	-21	-4	87	2	3
NC1(C(=O)O)CC1
→ 102	-3	103	-4	2	92	-3	13
CC1CC(C)CN(S(=O)(=O)c2ccc(C(=O)N3CCCC3)cc2)C1 (stereo unspecified)
→ 96	-15	77	-7	-6	77	2	-11
CC(C)C(=O)Nc1cccc(C(=O)N2CCCCC2C)c1 (stereo unspecified)
→ 101	17	97	14	2	92	0	32
Cc1ccc(C)c2sc(N3CCN(C(=O)c4ccc([N+](=O)[O-])o4)CC3)nc12
→ 97	-3	110	10	-2	120	0	-14
O=C(Nc1ccccc1)N(Cc1ccc2c(c1)OCO2)Cc1nc2ccccc2c(=O)[nH]1
→ 100	-2	95	-3	-2	106	30	-10
COc1ccc(C2C3=C(CCCC3=O)Nc3nc(SCc4ccc(C(=O)O)cc4)nn32)cc1OC (stereo unspecified)
→ 102	3	98	11	7	106	-2	-1
Cc1cc(C)n(-c2ccc(NC(=O)C3CCN(Cc4cnc(C)s4)CC3)cc2)n1
→ 100	3	91	4	7	94	10	6
O=C(Oc1ccc2c(-c3ccccc3)cc(=O)oc2c1)C1CCCCC1
→ 96	-6	107	0	-8	102	4	-11
COc1cc(C(=O)Nc2ccc(N3CCCS3(=O)=O)cc2)c([N+](=O)[O-])cc1OC
→ 99	-1	97	17	-10	104	1	0

Other structures follow:
Screens in order: RPL19A-GFP yeast	EBNA-1 inhibitor	LAP4 TOR yeast	proCasp7 act	proCasp3 act	MEP2-GFP yeast	AHR activator	ZTA counter
Oc1ccccc1-c1cc(-c2ccc(Cl)cc2)n[nH]1
→ 103	-2	128	-4	5	111	52*	-7
COC(=O)c1ccc2c(=O)n(CCCN3CCCC3=O)c(=S)[nH]c2c1
→ 95	7	89	-8	9	91	4	4
O=[N+]([O-])c1ccccc1N=Nc1ccc(O)cc1
→ 90	-6	105	-4	-16	96	5	-6
c1nc(NC2CCCC2)c2[nH]cnc2n1
→ 103	4	94	-3	2	96	1	4
O=C(COc1ccccc1Cl)NNC(=O)c1ccc(-n2cncn2)c([N+](=O)[O-])c1
→ 94	·	98	4	4	103	2	-12
Cc1ccc(S(=O)(=O)Nc2ccc3nc(N)sc3c2)cc1
→ 102	-3	98	11	1	100	9	-4
O=C(NCc1ccc2c(c1)OCO2)c1cc(-c2ccccc2)c(N2CCOCC2)s1
→ 106	4	100	-2	-2	103	1	4
COc1ccc(NC(=O)c2ccsc2NC(C)=O)cc1
→ 91	1	97	13	-4	99	7	7
CC(C)(CO)CNC(=O)CCc1nnc(C2(c3ccc(Cl)cc3)CCC2)o1
→ 103	-3	89	-11	-2	105	1	-5
NC(=O)COC(=O)c1sc2ccccc2c1Cl
→ 96	2	87	3	2	94	1	-7
O=C(Nc1ccc(OC(F)F)c(Cl)c1)Nc1ccc2c(c1)OCO2
→ 95	8	99	-1	-9	99	-7	10
CC(=O)Nc1ccc(C(=O)Nc2ccc(S(=O)(=O)NCC3CCCO3)cc2)cc1 (stereo unspecified)
→ 97	-6	103	2	-5	98	1	-6
Cc1nn(CCc2n[nH]c(=S)n2-c2cccc(Cl)c2)c(C)c1[N+](=O)[O-]
→ 94	5	100	-20	-10	97	-1	-8
Cc1nnc(SCC(=O)c2ccc(S(=O)(=O)N3CCOCC3)cc2)n1-c1ccccc1
→ 95	-6	103	2	-8	98	-1	-7
O=C(Nc1cccc(S(=O)(=O)NC2=NCCC2)c1)C1CCCCC1
→ 97	-7	97	3	0	97	-2	-9
CCOC(=O)c1c(CC(C)C)csc1N
→ 98	5	92	-10	3	96	6	9
O=C(O)c1ccccc1-c1ccccc1C(=O)NCCCO
→ 98	12	104	-5	3	103	0	11
O=S(=O)(c1ccc(-c2ccno2)s1)N1CCCCC1
→ 91[may fluoresce green]	-2	111[may fluoresce green]	-2	5	94[may fluoresce green]	2	-1
Cc1cc(NC(=O)CSCC(=O)N2CCN(c3ccccc3)CC2)no1
→ 104	·	110	9	4	99	1	·
CN(C)c1ccc(S(=O)(=O)NCC(=O)NCc2ccccc2)cc1[N+](=O)[O-]
→ 90	5	87	-13	-11	90	1	-9

In the list so far, these have a thiophene ring, fused or not.
Screens in order: RPL19A-GFP yeast	EBNA-1 inhibitor	LAP4 TOR yeast	proCasp7 act	proCasp3 act	MEP2-GFP yeast	AHR activator	ZTA counter
COC(=O)Cn1c(=NC(=O)c2ccc([N+](=O)[O-])s2)sc2cc(Br)ccc21
→ 93	-5	80	-8	-3	104	11	-6
COc1ccc(-c2oc3ccc(-c4cc(OC)c(OC)c(OC)c4)cc3c2C#Cc2ccsc2)cc1
→ 99	20	134	-3	7	95	2	12
CCCN1CCN(S(=O)(=O)c2ccc(-c3cc(C)no3)s2)CC1
→ 100	3	99	14	-2	112	0	12
O=C(NCc1ccc2c(c1)OCO2)c1cc(-c2ccccc2)c(N2CCOCC2)s1
→ 106	4	100	-2	-2	103	1	4
COc1ccc(NC(=O)c2ccsc2NC(C)=O)cc1
→ 91	1	97	13	-4	99	7	7
NC(=O)COC(=O)c1sc2ccccc2c1Cl
→ 96	2	87	3	2	94	1	-7
CCOC(=O)c1c(CC(C)C)csc1N
→ 98	5	92	-10	3	96	6	9
O=S(=O)(c1ccc(-c2ccno2)s1)N1CCCCC1
→ 91[may fluoresce green]	-2	111[may fluoresce green]	-2	5	94[may fluoresce green]	2	-1

Full records, quoted from the list:
Cc1ccc(S(=O)(=O)Nc2ccc3nc(N)sc3c2)cc1 as listed: RPL19A-GFP yeast = 102; EBNA-1 inhibitor = -3; LAP4 TOR yeast = 98; proCasp7 act = 11; proCasp3 act = 1; MEP2-GFP yeast = 100; AHR activator = 9; ZTA counter = -4
CN(C)c1ccc(S(=O)(=O)NCC(=O)NCc2ccccc2)cc1[N+](=O)[O-] as listed: RPL19A-GFP yeast = 90; EBNA-1 inhibitor = 5; LAP4 TOR yeast = 87; proCasp7 act = -13; proCasp3 act = -11; MEP2-GFP yeast = 90; AHR activator = 1; ZTA counter = -9

More entries.
Screens in order: RPL19A-GFP yeast	EBNA-1 inhibitor	LAP4 TOR yeast	proCasp7 act	proCasp3 act	MEP2-GFP yeast	AHR activator	ZTA counter
O=C1OCCC1Sc1nnc(-c2ccccc2)o1 (stereo unspecified)
→ 95	-9	92	7	-5	98	1	-13
CCOc1ncccc1C(=O)OCc1ccc(C#N)cc1
→ 98	-3	107	7	-2	102	-1	-23
COc1cc(/C=N/NC(=O)CNc2n[nH]c(=O)[nH]c2=O)ccc1O
→ 110	2	77	-6	2	110	-2	6
COc1cccc(-c2nc3c(c(=O)[nH]c(=O)n3Cc3ccccc3)n2CCO)c1OC(F)F
→ 105	-4	94	-3	5	117	2	-7
